# Screening results as filed in PubChem.
# Hsp70 displacement: Hsp70 inhibitors, probe displacement, primary screen, biochemical, fluorescence polarization (AID 583). Heat shock 70 kDa protein 1A (Homo sapiens). Hsp70 fluorescence polarization probe displacement, mP; higher % means a stronger effect. one-dose displacement, % at 20 µM; IC50 in µM for titrated hits. hit rate 0.06% among 140,000; in the data active = displacement above about 50%;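 note: plate controls were vehicle for no effect and reference ligand for full effect; a part of the inactive calls stands beside numbers as strong as those of hits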
# Rat MKP-3 inhibitors: MKP-3 phosphatase inhibitors, primary screen, biochemical, rat enzyme, in vitro (AID 425); Dual specificity protein phosphatase 6 (Rattus norvegicus); recombinant MKP-3 phosphatase activity, fluorescence; higher % means a stronger effect; one-dose inhibition, % at 20 µM; IC50 in µM for titrated hits; hit rate 0.17% among 110,000; in the data active = inhibition above about 50%;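 note: plate controls were vehicle for no effect and reference inhibitor for full effect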
# Starred values were filed as active, the others as inactive; x = not tested or not shown. This is a subset; the hit share may differ from the screen's.
SMILES,Hsp70 displacement,Rat MKP-3 inhibitors
Cc1ccc(S(=O)(=O)NCc2ccc(C(=O)N(C)CCC#N)cc2)cc1,-3.6%,3.6%
CCOC(=O)N1CCN(Cc2nc3c(c(=O)[nH]c(=O)n3C)n2Cc2cc(C)ccc2C)CC1,2.7%,-4.6%
COc1ccc(CC(=O)Nc2cc(Cl)ccc2O)cc1,-2.2%,-4.7%
CC(=O)Nc1ccc(-c2csc(NCc3ccco3)n2)cc1,1.8%,x
COc1ccc([N+](=O)[O-])cc1/C=C1/SC(=S)N(CC(=O)O)C1=O,2.9%,-1.3%
COc1cccc(CNC(=O)C2CCCN(S(=O)(=O)c3c(C)[nH]c(=O)[nH]c3=O)C2)c1 (centres undefined),-1.8%,x
CN(C)c1cc[n+](Cc2c(Cl)cccc2Cl)cc1,-2.1%,x
Cc1ccccc1-c1nc(-c2ccc(F)cc2)no1,-2.2%,0.6%
O=C1C2C3C=CC(O3)C2C(=O)N1c1ccc([N+](=O)[O-])cc1 (centres undefined),0.6%,-0.1%
O=C(Cc1c(O)c2ccccc2[nH]c1=O)NCc1ccccc1F,-0.7%,-8.5%
CCOC(=O)C1=C(OCc2ccc(Cl)cc2)C2C=C(C)C=CC2N=C1 (centres undefined),2.0%,x
O=c1oc2ccccc2cc1-c1nnc(NCc2ccco2)s1,0.4%,x
COc1ccc(C(=O)N=c2nc3ccccn3s2)cc1,3.3%,4.6%
COc1ccc(S(=O)(=O)Nc2ccc(S(=O)(=O)N3CCOCC3)cc2)cc1C,4.7%,-3.8%
O=c1c2cc3c(=O)n(CC4CCCO4)c(=O)c3cc2c(=O)n1CC1CCCO1 (centres undefined),-2.8%,0.0%
COc1ccc(Nc2nc(NC(C)(C)C)nc(N3CCCC3)n2)c(OC)c1,2.3%,x
O=C1NN(c2ccccc2)C(=O)/C1=C/c1cccc(Cl)c1Cl,-1.7%,7.2%
CC(=O)Nc1ccc(Oc2nc(C)cc(C)n2)cc1,-1.0%,-7.9%
COC(=O)C1=C(C)NC2=C(C(=O)CC(C)(C)C2)C1c1cccc(Cl)c1 (centres undefined),8.9%,-0.5%
O=C(NCCOCc1ccccc1)c1ccccc1Cl,-1.3%,1.0%
O=C(CSc1nc2ccccc2c(=O)[nH]1)Nc1ccc(S(=O)(=O)N2CCCC2)cc1,-2.8%,-11.0%
Cc1nnc2ccc(N3CCC4(CC3)OCCO4)nn12,0.7%,-7.1%
Cc1ccc(NC(=O)COc2ccc(Cl)cc2Cl)cc1N(C)C,4.6%,0.3%
Cc1ccc2c(Cl)c(C(=O)Nc3cccc(F)c3)sc2c1,-1.8%,1.9%
NNC(=O)c1cc2ccccc2cc1NS(=O)(=O)c1ccccc1,1.8%,4.1%
O=C(O)C1[C@H]2C(=O)N(C3CCCC3)C[C@]23C=C[C@H]1O3 (some centres undefined),-5.6%,-1.9%
O=C(Cc1ccc([N+](=O)[O-])cc1)N/N=C/c1ccc(OC/C=C/Cl)cc1,2.7%,2.6%
CC12CC(NC(=O)N1c1cccc(C(=O)N3CCN(c4ccccn4)CC3)c1)c1ccccc1O2 (centres undefined),x,-1.4%
COc1ccccc1NC(=O)c1nc[nH]c1C(=O)Nc1ccccc1OC,-1.7%,-1.0%
Cc1cc(Cl)ccc1OCC(=O)Nc1ccc(S(=O)(=O)Nc2onc(C)c2C)cc1,1.2%,4.2%
O=C1OC(N2CCN(C/C=C/c3ccccc3)CC2)c2ccccc21 (centres undefined),x,-0.8%
O=C(c1ccccc1Nc1ccc(SC(F)F)cc1)N1CCCCCC1,1.0%,x
CCOC(=O)c1ccc(Oc2nc(SC)nc(N(C)C)n2)cc1,2.7%,-6.2%
O=C(O)c1cc(S(=O)(=O)N2CCCCCC2)ccc1Cl,-6.8%,-9.0%
CC(=O)Nc1ccc(S(=O)(=O)N2c3ccccc3C(C)=CC2(C)C)cc1,0.4%,0.2%
CCOc1ccc(NC(=O)CN(c2ccc(F)cc2)S(=O)(=O)c2ccccc2)cc1,-5.1%,0.3%
COc1cccc2cc(NC(=O)C3CCCCC3)c(=O)oc12,x,-2.1%
COC(=O)c1ccc(Oc2c(C)oc3c(CN4CCN(C)CC4)c(O)ccc3c2=O)cc1,1.9%,-1.8%
OCCCNCC(O)Cn1c2ccccc2c2ccccc21 (centres undefined),1.5%,1.7%
CSc1ccc(S(=O)(=O)N(CC(=O)Nc2ccc(Cl)cc2)c2ccc(C)cc2)cc1,1.2%,0.4%
COc1cc(/C=C2\SC(=Nc3cccc(Cl)c3C)NC2=O)cc(OC)c1OC,0.9%,3.2%
COC(=O)Nc1nc2c(s1)CCCC2,-0.4%,1.6%
COc1cccc(NC(=O)C2CC(=O)n3cnnc3S2)c1 (centres undefined),-0.5%,2.5%
CCCC(=O)Nc1ccc(NC(=O)COc2ccc3ccccc3c2)cc1,-0.5%,4.5%
O=C(N/N=C/c1cccc2ccccc12)c1cc(-c2cccc3ccccc23)n[nH]1,-0.7%,5.4%
CC(C)C(NS(=O)(=O)c1cccs1)C(=O)N(C)Cc1ccccc1 (centres undefined),-3.4%,x
Cn1c2c(c(=O)n(C)c1=O)C(NC(=O)c1ccco1)(C(F)(F)F)C(=O)N2 (centres undefined),6.3%,-4.9%
COc1ccccc1N=c1oc2cc(O)ccc2cc1C(N)=O,-45.1%,-2.2%
O=C(Nc1ccc2snnc2c1)N1CCSCC1,5.3%,-5.5%
Cc1cc2c(cc1C)NC(c1c(F)cccc1F)C1=C(CC(C)(C)CC1=O)N2 (centres undefined),2.5%,0.7%
CCN(CC)C(=O)COc1cccc2ccccc12,2.5%,-7.7%
COCCNC(=O)COc1cccc2ccccc12,-8.2%,1.8%
Cc1csc(N2CCc3ccccc32)n1,2.5%,-5.9%
CC(Sc1n[nH]c(N)n1)C(=O)C12CC3CC(CC(C3)C1)C2 (centres undefined),-2.1%,x
CC(=O)Oc1ccc(/C=C2\C=C(c3ccc(C)cc3)OC2=O)cc1,-3.9%,5.3%
COC(=O)CCC(=O)Nc1ccc(C)c(Br)c1,-0.8%,-2.7%
COc1cc(NC(=O)COc2ccc(F)cc2)c(Cl)cc1NC(=O)c1ccccc1,2.1%,-2.4%
O=C(Cc1c(C(=O)O)[nH]c2ccc(Cl)cc12)Nc1ccc2c(c1)OCCO2,2.8%,2.1%
Nc1cc(=O)[nH]c(SCc2cccc(Cl)c2)n1,1.1%,-5.9%
Cc1sc2ncn(CC(=O)NCC(=O)N(C)Cc3ccccc3)c(=O)c2c1C,4.6%,x

# Given bar-delimited: 5 of the compounds above
molecule | Hsp70 displacement | Rat MKP-3 inhibitors
CC(Sc1n[nH]c(N)n1)C(=O)C12CC3CC(CC(C3)C1)C2 (centres undefined) | -2.1% | x
Cc1sc2ncn(CC(=O)NCC(=O)N(C)Cc3ccccc3)c(=O)c2c1C | 4.6% | x
Cc1cc2c(cc1C)NC(c1c(F)cccc1F)C1=C(CC(C)(C)CC1=O)N2 (centres undefined) | 2.5% | 0.7%
Nc1cc(=O)[nH]c(SCc2cccc(Cl)c2)n1 | 1.1% | -5.9%
COC(=O)CCC(=O)Nc1ccc(C)c(Br)c1 | -0.8% | -2.7%

# (next part)
SMILES,Hsp70 displacement,Rat MKP-3 inhibitors
Cc1ccc2nc(NC(=O)C3CC3c3ccccc3)sc2c1 (centres undefined),0.5%,0.3%
COc1ccc(/C=C/C(=O)NC(=S)Nc2ccc(C(C)=O)cc2)cc1,1.9%,0.1%
CCCNC(=O)C1CCN(c2ccc(S(=O)(=O)N3CCOCC3)cc2Cl)CC1,-0.3%,x
Cc1sc2ncn(CC(=O)NCCCC(=O)N3CCN(c4ncccn4)CC3)c(=O)c2c1C,-1.8%,-10.1%
Cc1cccc(N2CCN(S(=O)(=O)c3ccc(S(=O)(=O)N4CCCC4)cc3)CC2)c1C,1.9%,x
COc1ccc(Nc2cc(C)nc3c2ccc2ccccc23)cc1OC,0.1%,2.9%
CCOC(=O)CSc1nnc(-c2ccc(S(=O)(=O)N3CCC(C)CC3)cc2)o1,-0.2%,-11.3%
Nc1ccccc1N1CCOCC1,-8.8%,x
CCOc1cccc(/C=N/c2ccccn2)c1O,10.0%,0.4%
Cc1ccc(S(=O)(=O)Cc2sc3ccccc3[n+]2C)cc1,-2.5%,x
CC(=O)c1ccc(N2CCN(C(=O)CCS(=O)(=O)c3ccc(C)cc3)CC2)cc1,-1.9%,-1.0%
Cc1ccc(/C(O)=C2/C(=O)C(=O)N(CCCCCC(=O)O)C2c2cccc(F)c2)cc1 (centres undefined),1.7%,2.9%
Cc1nn(Cc2ccc(Cl)cc2Cl)c(C)c1NC(=O)c1nc2n(n1)C(C(F)F)CC(C)N2 (centres undefined),1.3%,8.7%
O=S(=O)(N/N=C/c1cn(Cc2ccccc2)c2ccccc12)c1ccccc1,-2.9%,x
CCOC(=O)N/N=C(\C)c1ccc(O)cc1O,-2.1%,1.0%
CCN1CCCC1CNC(=O)c1cc2c(C)nc3ccccc3c2o1 (centres undefined),7.9%,3.6%
CC1=NOC2(C1)/C(=N/O)CCC/C2=N\O (centres undefined),0.0%,-10.9%
O=Cc1cn(CC(=O)NCC2CCCO2)c2ccccc12 (centres undefined),-4.0%,x
Cc1cccc(NC(=O)c2cc(=O)c3ccccc3o2)n1,4.8%,x
CCN1C(=O)CC(NNC(=O)c2ccc(Cl)cc2)C1=O (centres undefined),4.8%,x
COC(=O)c1cccc(NC(=O)CSc2nnc(COc3ccccc3)n2C)c1,-0.3%,-10.0%
CC(C)NC(=O)c1ccc2c(c1)N(CC(=O)N1CCOCC1)C(=O)C(C)(C)O2,5.9%,-7.7%
O=C(N1CCN(c2ccccn2)CC1)N1c2ccccc2Sc2ccccc21,-5.6%,-11.4%
CC(=O)NC(C)c1nc2ccccc2n1Cc1ccccc1F (centres undefined),-5.5%,4.3%
COC(=O)/C=C1/N/C(=N/c2nc3ccccc3o2)NC1=O,-5.5%,3.8%
CCOc1ccc(NC(=O)/C=C/c2ccccc2)cc1,-0.9%,4.8%
O=C(CN1CCN(C2CCCCC2)CC1)Nc1ccccc1N1CCCCC1,-0.3%,6.8%
Cc1cc(C)n(-c2nc3c(c(=O)[nH]c(=O)n3C)n2CCc2ccccc2)n1,-0.6%,-10.0%
Cc1ccc(O)c(C2=NCCNC(C(F)(F)C(F)F)=C2)c1,17.4%,x
Cc1cc2cc(CN(CCCN3CCOCC3)C(=O)NC3CCCCC3)c(=O)[nH]c2cc1C,-1.6%,-1.8%
CCCCc1ccc(C(=O)NC(C(=O)O)C(C)C)cc1 (centres undefined),-2.3%,-2.3%
COc1ccc2cc(CN(CC3CCCO3)S(=O)(=O)c3ccccc3)c(=O)[nH]c2c1 (centres undefined),-3.4%,x
CCCc1nc2sc3ccccc3c(=O)c2c(=O)n1CCOC,-1.0%,x
O=C(CSc1ccc(C(F)(F)F)cc1[N+](=O)[O-])Nc1ccccc1,-2.7%,1.0%
Cc1ccc(CSc2nc3ccccc3c(=O)n2CCCC(=O)NCc2ccco2)cc1,-1.6%,x
O=C1NN(c2ccccc2)C(=O)/C1=C/c1ccc(-c2ccc(F)cc2)o1,1.8%,-3.3%

# Full records as entered above. Order of screens: Hsp70 displacement	Rat MKP-3 inhibitors
# CCOc1ccc(NC(=O)/C=C/c2ccccc2)cc1 as listed: -0.9%	4.8%
# O=C1NN(c2ccccc2)C(=O)/C1=C/c1ccc(-c2ccc(F)cc2)o1 as listed: 1.8%	-3.3%

# (further entries)
SMILES,Hsp70 displacement,Rat MKP-3 inhibitors
CCc1ccc(NC(=O)c2cc(C)on2)cc1,1.9%,0.8%
COc1ccc(O)c(-c2[nH]ncc2C(=O)c2ccccc2)c1,-2.7%,3.7%
COC(=O)c1cccc(NC(=O)C(C)N2C(=O)c3ccccc3C2=O)c1 (centres undefined),-1.3%,0.0%
CCN(CC)S(=O)(=O)c1ccc(C2CNC(=O)C2)cc1 (centres undefined),0.2%,-2.0%
CCn1c(SCC(=O)N2CCc3ccccc3C2)nc2c1c(=O)n(C)c(=O)n2C,-1.9%,-11.8%
CCOC(=O)c1oc2ccc(CNCCO)c(Cl)c2c1C,1.1%,3.8%
Cc1cc(C)n(C(=O)c2c([N+](=O)[O-])cnn2C)n1,6.0%,x
Cc1oc(C2CC2)cc1C(=O)O,6.6%,-7.3%
CC(C)N1CCC(=NNC(=O)c2ccc(C(C)(C)C)cc2)CC1,3.5%,0.9%
Cc1nn(CCO)c(C)c1Oc1ccccc1O,1.6%,-6.8%
Cc1cccc(CSCc2nnc(NC(=O)Nc3ccc(Cl)cc3)s2)c1,-0.1%,2.0%
CCOC(=O)c1[nH]c2ccccc2c1CCCN1C(=O)c2ccccc2C1=O,3.0%,x
CCCCCCn1c(N2CCN(c3ccccc3)CC2)nc2c1c(=O)[nH]c(=O)n2C,-0.6%,1.1%
COc1ccc(CSc2nnc(C)n2N)cc1,5.2%,-11.8%
Cc1cc(C(=O)NCc2ccco2)no1,4.2%,x
O=c1[nH]nc2c3cc([N+](=O)[O-])c(Cl)cc3n3c(c1-2)CCCCC3,3.6%,0.5%
COCCn1nnnc1C(c1ccccn1)N1CCN(c2cc(C)ccc2C)CC1 (centres undefined),8.6%,-11.1%
CCOc1ccc(OCC)c(NC(=O)C2CCCN(S(=O)(=O)c3cnc[nH]3)C2)c1 (centres undefined),-1.1%,2.3%
O=C1CCC(=O)N1CCOP1(=O)COc2ccccc2OC1,0.6%,3.8%
CCc1sc(NC(=O)COC)nc1-c1ccccc1,-1.5%,-2.2%
CC(C)Cn1c(SCC(=O)NC(=O)Nc2ccc3c(c2)OCCO3)nc2ccccc2c1=O,2.2%,-5.5%
C=CCN(C(=O)CNC(=O)c1ccco1)C(C(=O)NC1CCCCC1)c1ccccc1 (centres undefined),9.0%,-11.9%
CC(=O)Oc1ccc(-c2cccc(C(=O)OC(C)C)c2)cc1,-1.3%,3.5%
